STK33 kin inh – human STK33 kinase inhibition | ADP-Glo luminescence, MBP substrate | AID 2322 | actives 0.44% (n = 27,000) | Q9BYT3 | inhibition, % at 12.5 µM; in the data active = inhibition above about 20%
Target sequence (Q9BYT3 whole entry, looked up): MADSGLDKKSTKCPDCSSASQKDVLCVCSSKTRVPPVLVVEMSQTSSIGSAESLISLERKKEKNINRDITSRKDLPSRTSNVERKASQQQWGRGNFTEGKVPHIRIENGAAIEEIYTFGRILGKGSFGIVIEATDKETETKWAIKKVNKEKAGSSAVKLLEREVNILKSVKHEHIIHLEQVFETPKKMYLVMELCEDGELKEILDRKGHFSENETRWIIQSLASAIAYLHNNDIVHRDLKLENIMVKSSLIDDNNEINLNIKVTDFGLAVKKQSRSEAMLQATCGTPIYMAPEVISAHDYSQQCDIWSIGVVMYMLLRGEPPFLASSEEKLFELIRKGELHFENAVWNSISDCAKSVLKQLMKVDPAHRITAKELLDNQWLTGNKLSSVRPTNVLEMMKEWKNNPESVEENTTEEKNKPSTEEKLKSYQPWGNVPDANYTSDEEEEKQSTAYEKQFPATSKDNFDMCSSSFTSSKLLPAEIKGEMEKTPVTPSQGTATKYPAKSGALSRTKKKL
mut p53 react – mutant p53 pathway reactivation. SW480 PUMA-promoter luciferase. activation, % at 9.98 µM. actives 1.5% (n = 28,000); in the data active = activation above about 52%
Numbers without * were called inactive; nt = no result given. The list is partial; rates above refer to the full screens.

Molecule	STK33 kin inh	mut p53 react
C[C@@H]1CN([C@H](C)CO)C(=O)c2cc(NC(=O)CCC(F)(F)F)ccc2O[C@@H]1CN(C)Cc1ccc(C(F)(F)F)cc1	0	nt
Cc1ccnc(NS(=O)(=O)c2ccc(NC(=O)c3cncc(Br)c3)cc2)n1	0	-16
Cc1ccc(NC(=O)C2Cc3ccccc3CN2S(=O)(=O)c2ccc(C)cc2)cc1 (stereo not drawn)	1	-28
Cc1noc(C)c1S(=O)(=O)N(C)C[C@H]1OCCCC[C@@H](C)Oc2ccc(NC(=O)NC3CCCCC3)cc2C(=O)N([C@H](C)CO)C[C@@H]1C	2	nt
COc1c(C)cccc1C(=O)N1CCN(c2ccc([N+](=O)[O-])c(NCc3ccco3)c2)CC1	5	-4
C[C@H](CO)N1C[C@H](C)[C@H](CN(C)C(=O)Nc2cccc3ccccc23)Oc2ccc(NS(=O)(=O)c3ccc(Cl)cc3)cc2CC1=O	-2	nt
C[C@H](CO)N1C[C@H](C)[C@H](CN(C)Cc2ccncc2)OCc2ccccc2-c2ccccc2C1=O	nt	-18
CNC[C@@H]1Oc2ccc(NC(=O)C3CC3)cc2C(=O)N([C@H](C)CO)C[C@@H]1C	nt	-7
COc1ccc(CN(C)C[C@H]2Oc3ccc(NC(=O)Cc4ccccc4)cc3CC(=O)N([C@@H](C)CO)C[C@H]2C)cc1	1	8
COc1ccc(OCC(=O)Nc2cccc(-c3cnc4ccccc4n3)c2)cc1	13	92*
Cc1ccc(C)c(S(=O)(=O)NC(Cc2c[nH]c3ccccc23)C(=O)O)c1 (stereo not drawn)	2	-14
Cc1ccc(S(=O)(=O)Nc2ccc3c(c2)CC(=O)N([C@@H](C)CO)C[C@@H](C)[C@@H](CN(C)C(=O)Nc2cccc4ccccc24)O3)cc1	0	nt
Cc1c(NC(=O)COc2ccc(Br)cc2)cccc1-c1nc2cc(Cl)ccc2o1	6	-16
CC(C)OC(=O)N(C)C[C@H]1OCc2ccccc2-c2ccccc2C(=O)N([C@H](C)CO)C[C@H]1C	nt	3
COC(=O)CSc1nc(C)cc(C)n1	2	1
CN(Cc1nc(-c2ccccc2)no1)S(=O)(=O)c1ccc(Br)cc1	6	12
C[C@@H]1CCCCO[C@@H](CN(C)S(=O)(=O)c2cn(C)cn2)[C@H](C)CN([C@H](C)CO)C(=O)c2cc(NS(=O)(=O)c3ccccc3)ccc2O1	nt	4
CCN1C(=O)C=CC1=O	-5	0
CC(C)NC(=O)N(C)C[C@H]1Oc2ccc(NC(=O)Nc3ccc(C(F)(F)F)cc3)cc2C(=O)N([C@@H](C)CO)C[C@H]1C	1	nt
Cc1ccc(S(=O)(=O)Nc2ccc3c(c2)CC(=O)N([C@H](C)CO)C[C@@H](C)[C@H](CN(C)S(=O)(=O)c2cn(C)cn2)O3)cc1	-1	nt
COc1ccc(NC(=O)Nc2ccc3c(c2)C(=O)N([C@H](C)CO)C[C@@H](C)[C@H](CN(C)C)O3)cc1	nt	9
COc1ccc(CNc2nc3nc(-c4ccccc4)cc(=O)n3[nH]2)cc1OC	-1	-1
CCCN(CC1CC1)c1nc(C)nc(Nc2c(Cl)cc(Cl)cc2Cl)c1Cl	nt	-4
COc1cccc(OCC(=O)Nc2cccc(-c3nnc(-c4ccccc4)o3)c2)c1	11	101*
Cc1ccccc1OCC(=O)Nc1cccc(-c2nc3ccccc3s2)c1	1	79*
CNC[C@H]1OCCCC[C@H](C)Oc2ccc(NC(=O)C3CCCCC3)cc2C(=O)N([C@H](C)CO)C[C@@H]1C	nt	1
C/C=C/c1ccc2c(c1)O[C@@H](CN(C)C(=O)C1CCCCC1)[C@H](C)CN([C@H](C)CO)S2(=O)=O	nt	-1
Cc1cc(C)n(-c2nc3cc(Cl)c(Cl)cc3n3c(C)nnc23)n1	nt	31
O=C(C[C@H]1C[C@H]2c3cc(NC(=O)Nc4ccccc4)ccc3O[C@H]2[C@H](CO)O1)NCc1ccncc1	nt	2
COC(=O)c1ccccc1NC(=O)C(C)N(c1ccc(Cl)cc1)S(C)(=O)=O (stereo not drawn)	4	-1

Molecule	STK33 kin inh	mut p53 react
O=C(CSc1nnc(-c2ccccc2)c(-c2ccccc2)n1)C1CC1	2	-1
O=S(=O)(/C=C/c1ccccc1)Nc1ccccc1	1	nt
C[C@H]1CN([C@@H](C)CO)C(=O)c2cccc(NC(=O)C3CCOCC3)c2O[C@H]1CN(C)Cc1ccc(C(=O)O)cc1	nt	5
Cc1noc(C)c1S(=O)(=O)Nc1ccc2c(c1)C(=O)N([C@@H](C)CO)C[C@H](C)[C@H](CN(C)C(=O)Nc1ccc3c(c1)OCO3)O2	0	7
C[C@H]1CN([C@@H](C)CO)C(=O)c2cc(NS(=O)(=O)c3cccs3)ccc2O[C@@H]1CN(C)C(=O)Nc1ccc(F)cc1	nt	5
C[C@@H]1CN([C@H](C)CO)C(=O)c2cc(NC(=O)Cc3cn(C)c4ccccc34)ccc2O[C@H]1CN(C)CC1CCCCC1	0	nt
CC(Sc1ncnc2sc(-c3ccccc3)cc12)C(=O)Nc1ccccc1C(F)(F)F (stereo not drawn)	-1	43
COCC(=O)Nc1ccc2c(c1)[C@@H]1C[C@H](CC(=O)N3CCN(C)CC3)O[C@H](CO)[C@@H]1O2	nt	7
COc1ccc(S(=O)(=O)Nc2ccc3c(c2)CC(=O)N([C@@H](C)CO)C[C@H](C)[C@H](CN(C)Cc2ccc(C(=O)O)cc2)O3)cc1	-4	nt
O=C1OC(c2ccc(O)cc2)(c2ccc(O)cc2)c2ccccc21	5	nt
COc1ccccc1NC(=O)C1CCCN(S(=O)(=O)c2ccc(Br)cc2)C1 (stereo not drawn)	0	9
COc1ccc(S(=O)(=O)Nc2ccc3c(c2)CC(=O)N([C@H](C)CO)C[C@H](C)[C@H](CN(C)S(=O)(=O)c2cccs2)O3)cc1	1	nt
COc1ccc(-c2cnc3c(c2)C(=O)N([C@H](C)CO)C[C@H](C)[C@@H](CN(C)C(=O)CN(C)C)O3)cc1	nt	21
O=[N+]([O-])c1ccccc1S(=O)(=O)Nc1cccc2cccnc12	-5	-39
C[C@@H]1CN([C@H](C)CO)C(=O)Cc2cc(NC(=O)Cc3ccccc3)ccc2O[C@@H]1CN(C)Cc1ccncc1	4	3
COc1c(OC)c2c(C)cccc2oc1=O	0	24
Cc1cccc(S(=O)(=O)N(C)C[C@@H]2OCc3cnnn3CCCC(=O)N([C@H](C)CO)C[C@H]2C)c1	4	nt
Cc1ccc(-c2noc(CCC(=O)NCCCN3CCN(c4ccc(F)cc4)CC3)n2)cc1	nt	-9
C[C@@H]1CN([C@H](C)CO)C(=O)Cc2cc(NC(=O)CCC(F)(F)F)ccc2O[C@@H]1CN(C)C(=O)Nc1ccccc1	2	2
COc1ccc(NC(=O)Nc2ccc3c(c2)CC(=O)N([C@H](C)CO)C[C@@H](C)[C@@H](CN(C)CC2CCCCC2)O3)cc1	-1	nt
COC(=O)/C=C/c1cc(O)ccc1O	nt	-64
C[C@@H]1CN([C@H](C)CO)C(=O)c2cc(NC(=O)Nc3ccc4c(c3)OCO4)ccc2O[C@H]1CN(C)S(=O)(=O)c1ccc(F)cc1	6	-14
COC(=O)C(O)(CC(=O)Nc1ccc(OC(F)(F)F)cc1)C(F)(F)F (stereo not drawn)	1	0
C[C@@H]1CN([C@@H](C)CO)C(=O)c2cc(NS(C)(=O)=O)ccc2O[C@H]1CN(C)C(=O)Nc1ccc2c(c1)OCO2	nt	-3
O=C(NCc1ccco1)c1cc(-c2cccnc2)nc2ccc(Br)cc12	-1	24
C[C@@H]1CN([C@@H](C)CO)C(=O)c2cccc(NC(=O)C3CCOCC3)c2O[C@H]1CN(C)C(=O)Nc1ccccc1	nt	-5
Cc1ccc(C(=O)CC2(O)C(=O)N(CC(N)=O)c3ccccc32)s1 (stereo not drawn)	1	10
O=C(c1ccc([N+](=O)[O-])cc1)n1nc(-c2ccc(Cl)cc2)nc1NCc1ccco1	-4	128*
CC(C)NC(=O)Nc1ccc2c(c1)C(=O)N([C@@H](C)CO)C[C@@H](C)[C@@H](CN(C)S(=O)(=O)c1cn(C)cn1)O2	0	nt
COc1ccc(OCC(=O)Nc2cc(OC)ccc2OC)cc1	-1	11

Reformatted with each value named: part of the list above
CC(Sc1ncnc2sc(-c3ccccc3)cc12)C(=O)Nc1ccccc1C(F)(F)F (stereo not drawn)
  STK33 kin inh = -1
  mut p53 react = 43

COCC(=O)Nc1ccc2c(c1)[C@@H]1C[C@H](CC(=O)N3CCN(C)CC3)O[C@H](CO)[C@@H]1O2
  STK33 kin inh = nt
  mut p53 react = 7

A draw from above in order of molar mass, highest first:
Molecule	STK33 kin inh	mut p53 react
C[C@H]1CN([C@@H](C)CO)C(=O)c2cc(NS(=O)(=O)c3cccs3)ccc2O[C@@H]1CN(C)C(=O)Nc1ccc(F)cc1	nt	5
Cc1cccc(S(=O)(=O)N(C)C[C@@H]2OCc3cnnn3CCCC(=O)N([C@H](C)CO)C[C@H]2C)c1	4	nt
O=C(NCc1ccco1)c1cc(-c2cccnc2)nc2ccc(Br)cc12	-1	24
O=[N+]([O-])c1ccccc1S(=O)(=O)Nc1cccc2cccnc12	-5	-39

More structures
Structure	STK33 kin inh	mut p53 react
Cc1ccc2[nH]c(C)c(CCNC(=O)Nc3ccc(Cl)cc3)c2c1	-5	32
COc1cc(OC)cc(-c2nnc(SCC(=O)N3c4ccccc4Sc4ccccc43)o2)c1	-3	-6
CC(Oc1ccc(Cl)cc1Cl)C(=O)Nc1ccc2oc(-c3cccnc3)nc2c1 (stereo not drawn)	1	9
Cc1noc(C)c1NC(=O)Nc1ccc2c(c1)CC(=O)N([C@H](C)CO)C[C@@H](C)[C@H](CN(C)C(=O)Nc1ccccc1)O2	-2	nt
Cc1ccc(CSc2nc(C)c(Oc3cccc(C(F)(F)F)c3)c(=O)n2C)cc1	nt	-4
COc1ccc(NC(=O)Nc2ccc3c(c2)CC(=O)N([C@@H](C)CO)C[C@H](C)[C@@H](CN(C)Cc2ccc(-c4ccccc4)cc2)O3)cc1	-1	nt
CCCc1cc(=O)[nH]c(SCC(=O)Nc2cc(Cl)ccc2Cl)n1	-4	-14
COC(=O)C(C(CO)Cc1ccc(O)c(OC)c1)C(O)c1ccc(O)c(OC)c1 (stereo not drawn)	0	5
CC(C)NC(=O)N(C)C[C@H]1Oc2ccc(NC(=O)Cn3cnnn3)cc2C(=O)N([C@H](C)CO)C[C@@H]1C	nt	2
CN(C)S(=O)(=O)c1ccc(C(=O)NCc2cccnc2)cc1	-1	7
CC(C)NC(=O)N(C)C[C@@H]1Oc2c(NC(=O)c3nc4ccccc4s3)cccc2C(=O)N([C@@H](C)CO)C[C@H]1C	nt	-5
Cc1ccc(OCC(=O)Nc2ncccc2C)cc1	2	16
COc1ccc(C)cc1NC(=O)CN(c1cc(C)cc(C)c1)S(C)(=O)=O	1	-12
CCN1/C(=C2\C(=O)N=C(C)N2c2ccccc2)C=Cc2ccc(C)cc21	nt	-8
CNC[C@@H]1OCCCC[C@H](C)Oc2ccc(NC(=O)Cc3ccccc3)cc2C(=O)N([C@H](C)CO)C[C@@H]1C	nt	11
Cc1ccc(S(=O)(=O)N(C)Cc2nc(-c3ccccn3)no2)cc1	3	-3
C[C@@H]1CN([C@H](C)CO)C(=O)c2cccc(NC(=O)c3ccncc3)c2O[C@H]1CN(C)S(=O)(=O)c1ccc(F)cc1	nt	1
COc1ccc(/C=C/C(=O)O[C@]2(C)CCC3C(C(=O)O)=CO[C@@H](O[C@@H]4O[C@H](CO)[C@@H](O)[C@H](O)[C@H]4O)[C@@H]32)cc1 (stereo partly drawn)	-4	6
Cc1ccc(NC2=CC(=O)c3sc(C)nc3C2=O)cc1	nt	-66
Cc1cc(C)c(NC(=O)CN(c2ccccc2)S(=O)(=O)N(C)C)c(C)c1	-5	8
NC(=O)CSc1nc2c(c(=O)n1Cc1ccccc1)C1(CCCC1)Cc1ccccc1-2	2	-8
O=C(C[C@@H]1C[C@H]2c3cc(NC(=O)C4CCOCC4)ccc3O[C@H]2[C@H](CO)O1)NCc1ccc2c(c1)OCO2	nt	-5
C=C(C(=O)O)C1CC=C(CCC(C)=O)[C@@H](C)CC1 (stereo partly drawn)	-1	nt
CS(=O)(=O)N1N=C(c2cccc(NS(=O)(=O)c3ccccc3)c2)CC1c1ccco1 (stereo not drawn)	-10	4
CC(C)NC(=O)N(C)C[C@@H]1Oc2c(NC(=O)C3CCOCC3)cccc2C(=O)N([C@@H](C)CO)C[C@@H]1C	nt	-6
CNC[C@@H]1OCCCC[C@@H](C)Oc2ccc(NC(=O)C3CCCCC3)cc2C(=O)N([C@H](C)CO)C[C@H]1C	nt	-3
C[C@@H]1CN([C@H](C)CO)C(=O)CCCn2nncc2CO[C@@H]1CN(C)S(=O)(=O)c1ccc2ccccc2c1	0	7
C[C@@H]1CN([C@@H](C)CO)C(=O)c2cc(NS(=O)(=O)c3ccccc3)ccc2O[C@@H](C)CCCCO[C@@H]1CN(C)C(=O)c1ccncc1	nt	3
COc1c(CO)c(O)cc2c1C(=O)CCC2O (stereo not drawn)	-1	2

Compound profiles, from the list above. Order of values: STK33 kin inh, mut p53 react
`CC(C)NC(=O)N(C)C[C@H]1Oc2ccc(NC(=O)Cn3cnnn3)cc2C(=O)N([C@H](C)CO)C[C@@H]1C` is entered as nt, 2
`Cc1ccc(S(=O)(=O)N(C)Cc2nc(-c3ccccn3)no2)cc1` is entered as 3, -3

Bioassay records: PubChem, Broad Institute
